ZTA DNA inh – blocks Epstein-Barr virus ZTA, an EBNA-1 counter-screen. ZTA-DNA binding, fluorescence polarization. P03206. inhibition, % at 11 µM. hit rate 0.15% among 320,000; in the data active = inhibition above about 33%
MEP2 TOR yeast – modulators of TOR pathway MEP2-GFP in S. cerevisiae; S. cerevisiae MEP2-GFP strain, flow cytometry GFP, 3 h; 100% = DMSO control level; hit rate 0.51% among 330,000; GFP response vs DMSO, % at 10 µM;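 active = GFP response versus DMSO above a set limit, roughly screen mean plus 3 SD, cut at about 180% in these data; inconclusive = fewer than 70 cells counted for a yeast strain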;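 also: median GFP fluorescence of the barcode-gated MEP2-GFP cells per well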
proCasp7 act – activates human procaspase-7, counter-screen for procaspase-3 activators | P55210 | recombinant procaspase-7, Ac-DEVD-pNA absorbance 405 nm; D23A/D198A/D206A triple mutant, cannot self-cleave; scale: DMSO 0, 5 µM enzyme 100 | activation, % at 8.5 µM | hit rate 0.093% among 330,000 | AID 463210;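 active = percent activation above the screen-wide mean plus 3 SD, cut at about 25% in these data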
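Assay system – Uncleavable procaspase-7 mutant enzyme · Quantity – 2 µM procaspase-7 mutant as dispensed · Times – 1 h preincubation, 2 h reaction · Dosing – single nominal 8.5 µM compound dose, 0.8% DMSO final · Buffer or medium – Zinc-free 50 mM HEPES buffer, pH 7.4, with NaCl and Triton X-100 · Detection – Epi-absorbance of released pNA at 405 nm, two timepoints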
RPL19A TOR yeast – alters RPL19A-GFP fluorescence in TOR pathway yeast screen. hit rate 0.3% among 330,000. S. cerevisiae RPL19A-GFP strain, flow cytometry, 3 h; stronger effect = lower value. percent response vs DMSO, % at 10 µM. AID 2025;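 active = percent response vs DMSO below 50%; inconclusive = fewer than 70 events counted for the yeast strain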;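 also: median channel GFP fluorescence of the barcoded RPL19A-GFP strain; ratio of sample median GFP to plate DMSO average so 100% = DMSO; lower means less RPL19A-GFP as with rapamycin TOR inhibition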
procasp3 activ – activators of human procaspase-3; recombinant procaspase-3 D3A, Ac-DEVD-pNA absorbance 405 nm; hit rate 0.11% among 330,000; P42574; activation, % at 8.5 µM; AID 463141;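 active = activation above the mean of all tested compounds plus 3 SD, cut at about 21% in these data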;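 also: 0% = DMSO alone and 100% = DMSO wells spiked with extra 5 µM PC-3 D3A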
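Assay system – Procaspase-3 D3A mutant, all three cleavage aspartates alanine · Controls – DMSO-only low control, 5 µM PC-3 D3A high control · Schedule – 1 h compound preincubation, 2 h substrate hydrolysis at 25 °C · Signal – 405 nm absorbance of p-nitroaniline, reads at 0 and 120 min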
EBNA-1 inh – blocks EBNA-1 binding to DNA | hit rate 0.34% among 300,000 | AID 1950 | inhibition, % at 14.8 µM | EBNA-1 DNA binding, fluorescence polarization; in the data active = inhibition above about 28%
AHR act – activators of human aryl hydrocarbon receptor. P35869. AHR-responsive luciferase reporter cells, luminescence. activation, % at 5 µM. hit rate 2.5% among 320,000. AID 2796; in the data active = activation above about 47%;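 also: 0% = vehicle wells and 100% = reference agonist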
LAP4 TOR yeast – alters LAP4-GFP fluorescence in TOR pathway yeast screen | S. cerevisiae LAP4-GFP multiplex, flow cytometry GFP, 3 h; median GFP as percent of DMSO wells | GFP response vs DMSO, % at 10 µM | hit rate 0.34% among 320,000 | AID 2023;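 active = GFP response vs DMSO above a set limit, about the screen mean plus 3 SD, cut at about 150% in these data; inconclusive = under 70 cell events counted for the yeast strain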
Numbers without * were called inactive; u = inconclusive; x = not tested or not shown; [ ] = another dose, or the depositor's remark.

SMILES | ZTA DNA inh | MEP2 TOR yeast | proCasp7 act | RPL19A TOR yeast | procasp3 activ | EBNA-1 inh | AHR act | LAP4 TOR yeast
O=C1CC(N2CCN(S(=O)(=O)c3ccc([N+](=O)[O-])cc3)CC2)C(=O)N1c1ccccc1F (stereo not given) | -13 | 100 | 11 | 101 | -6 | x | 0 | 99
O=C(c1ccccc1)c1ccc(OCCn2cnc3ccccc3c2=O)cc1 | -10 | 96 | 4 | 101 | -2 | -1 | 3 | 112
COc1cc2c(cc1OC)C(c1ccncc1)CC(=O)N2 (stereo not given) | -1 | 95 | 1 | 99 | -3 | 4 | 4 | 92
COC(=O)c1cccc(NC(=O)Cc2nc(-c3ccccc3)sc2-c2ccc(C)cc2)c1 | -18 | x | 14 | x | 4 | 3 | 8 | x
CN(CC1COc2ccccc2O1)C(=O)CSc1ncnc2sccc12 (stereo not given) | -4 | 96 | -7 | 95 | 8 | x | 3 | 105
O=C(Cc1ccc(Cl)cc1)NC1CCCCCC1 | 10 | 97 | -8 | 100 | -2 | 2 | -2 | 100
CN1CC(=O)N2C(c3cccc([N+](=O)[O-])c3)c3[nH]c4ccccc4c3C[C@H]2C1=O (stereo not given in full) | -11 | 103 | 3 | 101 | 1 | 0 | 19 | 103
COc1ccc(C(=O)n2nc(-c3ccccc3)nc2N)cc1OC | -16 | 114 | 2 | 102 | -6 | -8 | 14 | 105
Cn1nccc1C(=O)Oc1ccc(/C=N/NC(=O)c2ccccc2O)cc1 | 17 | 101 | 3 | 104 | -5 | 7 | 93* | 88
CN(CC(=O)Nc1ccccc1Cl)C(=O)COC(=O)Cc1c(F)cccc1Cl | 7 | 94 | 8 | 96 | -19 | 3 | 15 | 93
COc1nnc(-c2ccc(N3CCOCC3)c(NC(C)=O)c2)c2ccccc12 | 2 | 89 | 0 | 101 | -6 | -2 | 3 | 93
Cc1c(C(=O)NCC2CCCO2)oc2ccccc12 (stereo not given) | -13 | 97 | -8 | 99 | 3 | x | 8 | 100
COc1ccc(/C=C/C(=O)c2cc(Cl)ccc2O)c(OC)c1 | 3 | 102 | -2 | 98 | 10 | -2 | 25 | 107
CCOC(=O)c1c2ccccc2[n+]([O-])n1CCO | 4 | 83 | 5 | 94 | 6 | 1 | 17 | 122
CNc1nc(Cl)nc(NC(C)(C)C)n1 | 3 | 106 | 4 | 103 | -4 | 7 | 0 | 111

Next section; it opens with the 4 that closed the last part.
SMILES | ZTA DNA inh | MEP2 TOR yeast | proCasp7 act | RPL19A TOR yeast | procasp3 activ | EBNA-1 inh | AHR act | LAP4 TOR yeast
Cc1c(C(=O)NCC2CCCO2)oc2ccccc12 (stereo not given) | -13 | 97 | -8 | 99 | 3 | x | 8 | 100
COc1ccc(/C=C/C(=O)c2cc(Cl)ccc2O)c(OC)c1 | 3 | 102 | -2 | 98 | 10 | -2 | 25 | 107
CCOC(=O)c1c2ccccc2[n+]([O-])n1CCO | 4 | 83 | 5 | 94 | 6 | 1 | 17 | 122
CNc1nc(Cl)nc(NC(C)(C)C)n1 | 3 | 106 | 4 | 103 | -4 | 7 | 0 | 111
CC(C)N(Cc1ccccc1)C(=O)c1cccs1 | -9 | 105 | 4 | 103 | 13 | -6 | 1 | 98
COc1ccc(C(=O)Nc2nccs2)cc1 | 2 | 106 | 8 | 101 | -3 | -1 | 3 | 95
O=C(COc1ccccc1F)Nc1ccc2c(c1)OCCO2 | 2 | 91 | 8 | 93 | -7 | 3 | -1 | 103
C/C(=N\O)C(=O)NCc1ccccn1 | 4 | 105 | 1 | 101 | 8 | 1 | 2 | 103
COC(=O)C1CCN(C(=O)COC(=O)Cn2cnnn2)CC1 | 0 | 93 | 0 | 94 | -4 | -3 | 3 | 91
C[C@@H]1C=C(C(=O)O)O[C@H](OCc2ccc(CO)cc2)C1 | -10 | 99 | -7 | 106 | 2 | 3 | 2 | 100
COc1cc(OC)c(N(C)S(=O)(=O)c2cccc(C(=O)OCC(=O)NCc3ccco3)c2)cc1Cl | 7 | 92 | -11 | 98 | -5 | 1 | 7 | 90
O=C(COc1cccc2cccnc12)N/N=C1\SCC(=O)N1Cc1ccccc1 | 10 | 94 | 6 | 96 | 0 | 2 | 52* | 93
Cc1ccc(Nc2nnc(SC(C)C(=O)NC3CC3)s2)cc1 (stereo not given) | -29 | 106 | -2 | 95 | 3 | x | 5 | 100
CC(=O)c1cccc(N(C(=O)c2ccco2)C(C(=O)NC2CCCCC2)c2ccc(C)o2)c1 (stereo not given) | 0 | 99 | 5 | 101 | 0 | 3 | 1 | 98
Cc1c(CNCCC2=CCCCC2)c(C(=O)O)c(C)n1Cc1ccccc1 | 5 | 104 | -4 | 103 | 5 | 3 | 0 | 107
Cc1ccc(CNC(=O)C(=O)NCC2OCCN2C(=O)c2ccc3c(c2)OCO3)cc1 (stereo not given) | 2 | 94 | 2 | 96 | -4 | -9 | 2 | 93
O=C(NCc1ccccc1F)C1CCN(C(=O)c2sccc2-n2cccc2)CC1 | -16 | 103 | -3 | 102 | 4 | 8 | 1 | 99
N#Cc1ccc(C23CC4(C2)[C@H](CN(Cc2ccc(-c5ccccc5)cc2)[C@@H]4c2ccccc2)C3c2ccccc2)cc1 (stereo not given in full) | 3 | 98 | -1 | 96 | 2 | 3 | -1 | 96
COc1cc(C(=O)NNC(=O)c2cccc(Cl)c2)ccc1OCC(=O)N1CCOCC1 | -2 | 100 | -2 | 108 | 1 | x | 2 | 116
COc1cccc(-c2nc(N3CCCC3)c3ccccc3n2)c1O | -6 | 98 | -1 | 95 | 5 | 0 | 24 | 84
CN(C)CCCOC(=O)COc1ccc(C(C)(C)C)cc1 | -8 | 104 | 1 | 102 | -4 | 8 | 0 | 104
CC(CN1CCCC1)C(=O)NN (stereo not given) | 9 | 100 | 4 | 96 | 7 | -4 | 5 | 90
COc1ccc(C(=O)Nc2ccc(-n3nncc3C(C)(C)C)cc2)cc1 | 7 | 111 | 0 | 94 | 2 | -2 | 25 | 102
Cc1nnc(Nc2ccc3c(c2)OCO3)c2ccccc12 | 5 | 104 | -5 | 92 | -3 | 0 | 84* | 110
c1cncc(-c2nc(NCCCN3CCOCC3)c3c4c(sc3n2)CCC4)c1 | 20 | 106 | 0 | 117 | -1 | 6 | 39 | 112
CN(C)CCn1c(=O)n(-c2cccc(Cl)c2)c(=O)c2c3c(sc21)CCCCC3 | 4 | 92 | 0 | 94 | -9 | 12 | -1 | 102
COc1ccc(CCNC(=O)c2cccc(S(=O)(=O)N3CCCC3)c2)cc1OC | 2 | 100 | 3 | 98 | 7 | x | 0 | 99
Cc1ccc(Cn2c(CCNc3nc(-c4ccc(C)cc4)cs3)nc3cc(C(=O)NCCCO)ccc32)cc1 | -4 | 110 | -14 | 94 | -12 | 4 | 8 | 98
CCN(CC)c1ccc(NC(=O)CN2CCN(c3ccc(F)cc3)CC2)cc1 | -6 | 100 | -7 | 96 | -4 | 0 | 6 | 96
Cc1ccc(CNC(=O)C2CCC(=O)N2Cc2ccc(C)cc2)cc1 (stereo not given) | 17 | 124 | 2 | 106 | 0 | 2 | 1 | 114
O=C(CN1C(=O)NC2(CCCC2)C1=O)Nc1ccc(C(F)(F)F)cc1 | -2 | 97 | 1 | 96 | 1 | -15 | 5 | 88
COc1ccc(CCNC(=O)CC(=O)NCCc2ccc(OC)cc2)cc1 | 10 | 108[may fluoresce red] | -4 | u | 6 | 2 | -1 | u
COc1cc(/C=N/N2CCN(C3c4ccccc4-c4ccccc43)CC2)cc(OC)c1O | -3 | 103 | -2 | 110 | 1 | -3 | 1 | 104
O=C(CN1CCOCC1)N/N=C/c1ccc(C(=O)O)cc1 | 4 | 101 | 20 | 104 | 8 | 0 | 3 | 91
O=C(C1CCCCC1)N(Cc1ccccc1)c1ccccn1 | -6 | 97 | 10 | 98 | 2 | -10 | 2 | 102
CCOc1cc2c(cc1/C=C/C(=O)O)OC(C)C2 (stereo not given) | -4 | 607*[may fluoresce violet] | 5 | 51[may fluoresce violet] | 3 | 3 | 0 | 90[may fluoresce violet]
Cc1ccc(Cn2nc(C)c(NC(=O)CSc3n[nH]c(C)c3[N+](=O)[O-])c2C)cc1 | 4 | 99 | 6 | 103 | -7 | 6 | -2 | 104
O=C1CCCc2nc3c(cc21)C(O)Oc1c-3ccc2ccccc12 (stereo not given) | -3 | 114 | -4 | 79 | -9 | 18 | 148* | 96
O=C(NCCN1CCN(C(=O)c2ccc([N+](=O)[O-])cc2)CC1)C(=O)Nc1ccc(F)cc1 | 7 | 98 | -3 | 101 | 7 | 6 | -3 | 102
O=C1CCc2cc(S(=O)(=O)Nc3ccccc3F)cc3c2N1CCC3 | 1 | 98 | 5 | 99 | 9 | -2 | -3 | 115
CCC(=O)Nc1cccc(NC(=O)CSc2nnc(C(C)C)n2CC)c1 | 7 | 101 | 6 | 96 | -16 | 9 | 1 | 95
CCCC(c1nnnn1Cc1cccs1)N1CCN(C)CC1 (stereo not given) | -8 | 119 | 1 | 106 | -2 | 5 | -2 | 114
CCc1ccccc1NC(=O)COc1ccc(C(=S)N2CCCC2)cc1 | 9 | 97 | 3 | 98 | 4 | -5 | -2 | 116
Cc1[nH]n(C(N)=S)c(=O)c1N=Nc1cccc([N+](=O)[O-])c1C | -22 | 107 | 11 | 100 | -2 | -4 | 19 | 92
OC(COC(c1ccc(F)cc1)c1ccc(F)cc1)CN1CCc2ccccc2C1 (stereo not given) | 1 | x | -4 | x | 0 | 1 | -1 | x
COc1ccc(-c2ccnc3nc(Sc4ncc(C(F)(F)F)cc4Cl)nn23)cc1 | 7 | 106 | 1 | 103 | -6 | -6 | 4 | 120
Cc1c(Cl)cccc1NC(=O)COC(=O)c1c2c(nc3ccccc13)CCN(Cc1ccccc1)C2 | 7 | 106 | 5 | 104 | 0 | 5 | 14 | 95
CCN(CC)CCn1c2c(c(SCC(=O)Nc3nc4ccc(C)cc4s3)nc1=O)CCC2 | -1 | 101 | 2 | 96 | 4 | -4 | 1 | 120
N#Cc1ccc(CN2CCN(C(=O)c3ccc(S(=O)(=O)N4CCCCCC4)cc3)CC2)cc1 | -8 | 95 | 1 | 91 | 2 | x | 0 | 91
Cc1nc(SCC(=O)NCCc2ccc(Cl)cc2)nc(C)c1C | 7 | 95 | 1 | 97 | 0 | -1 | -1 | 99
COc1ccc(NC(=O)CS(=O)(=O)c2cccc(Cl)c2)cc1 | -6 | 102 | 3 | 103 | -4 | -5 | 1 | 95
Cc1ccc(-n2ncc3c(SCc4cccc(C)c4)ncnc32)cc1 | 0 | 106 | -3 | 96 | 6 | -5 | -1 | 90
COc1ccc(-c2nc3cc([N+](=O)[O-])ccc3o2)cc1OC | -8 | 111 | 3 | 103 | 3 | -15 | -6 | 111
O=C(CCCN1C(=O)/C(=C\c2cccs2)SC1=S)Nc1cccc(C(=O)O)c1 | -9 | 100 | 8 | 100 | 1 | 4 | 0 | 97
Cc1ccc2[nH]cc(C(=O)CCl)c2c1 | 10 | 94 | 13 | 97 | 5 | 3 | 17 | 101
CC(C)Oc1cccc(C(=O)NC(=S)Nc2ccc3c4c(cccc24)CC3)c1 | -13 | 104 | 13 | 98 | -3 | -4 | 2 | 95
O=C(O)/C=C\C(=O)Nc1ccc(N2CCN(c3ccc(F)cc3)CC2)cc1 | -8 | 98 | -5 | 97 | -5 | 6 | 1 | 105

Screening results (PubChem)

Compounds were not picked by outcome; any-hit rate near 3.8%.
